IEC-6 tox – IEC-6 cytotoxicity, counter-screen for KLF5 inhibitors; luminescence viability; inhibition, % at 5 µM; actives 0.78% (n = 290,000); AID 1825; in the data active = inhibition above about 22%;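 also: 0% = plate median of test compound wells and 100% = cytotoxic reference compound wells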
TRPC4 agonist – TRPC4 (mouse) channel activation; Q9QUQ5; HEK293 TRPC4beta/mu-opioid, Fluo4 calcium fluorescence; stronger effect = higher value; B-score at 10 µM; actives 0.49% (n = 310,000);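 active = B-score above 5 SD of library B-scores, and initial fluorescence ratio not above library mean plus 5 SD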;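 also: positive B-score marks a calcium rise read as TRPC4 activation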
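System – HEK293 cells stably co-expressing mouse TRPC4beta and mu-opioid receptor · Signal – Fluo4 calcium-sensitive dye fluorescence, kinetic, 1 Hz baseline · Benchmarks – buffer (low) and maximal DAMGO (high) · Read-out – B score of integrated fluorescence ratio per well · Incubation – dye loading 45 min room temperature, 110 s kinetic read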
KLF5 inhibitor – inhibitors of KLF5 expression; DLD-1 KLF5 promoter-luciferase reporter, luminescence; inhibition, % at 5 µM; actives 0.23% (n = 290,000); AID 1700;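 active = inhibition above a per-plate limit of that plate's mean compound inhibition plus 3 SD, cut at about 60% in these data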;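 also: 0% = DMSO wells and 100% = LY294002 at 200 µM; higher means less KLF5 promoter-driven luciferase light; inactives centre near -14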
aSyn UTR inh – MLPCN primary screen, SNCA 5' untranslated region; inhibition, % (tested at 7.5 µM); actives 0.82% (n = 300,000); alpha-synuclein 5'UTR reporter, inhibitor activity; AID 1813; in the data active = inhibition above about 60%;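 also: H4 neuroglioblastoma cells stably carrying SNCA 5'UTR luciferase fusion; 0% = DMSO wells and 100% = positive control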
MrgX1 antag – blocks BAM8-22 activation of human MrgX1 receptor; Q96LB2; B-score at 10 µM; AID 588676; MRGX1-HEK293 calcium flux, Fluo-4, BAM8-22 antagonism; stronger effect = lower value; actives 1.3% (n = 310,000);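 active = calcium-response B-score plate-corrected more than 3 library SD below zero, starting fluorescence within 5 deviations, no agonist response on first addition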;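 also: peak minus trough fluorescence over baseline after final BAM8-22 challenge near maximal dose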
HIF activator – HIF pathway transcriptional activation. U2OS HRE-luciferase reporter, luminescence; normalized: DMSO 0%, desferrioxamine 100%. activation, % at 7.5 µM (by protocol). actives 0.32% (n = 300,000);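 active = mean activation of at least 10% of the iron chelator positive control signal, with at least half of replicates also reaching 10%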
TRPC6 act – activators of mouse TRPC6 channel. Q61143. HEK293-TRPC6 membrane potential dye fluorescence; stronger effect = higher value. B-score at 10 µM. actives 0.13% (n = 310,000). AID 2550;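 active = B-score of the integrated fluorescence ratio above library mean plus 3 SD, and starting fluorescence ratio within library mean plus 5 SD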;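 also: higher score means more depolarization so channel activation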
Target sequence (Q61143 whole entry, looked up): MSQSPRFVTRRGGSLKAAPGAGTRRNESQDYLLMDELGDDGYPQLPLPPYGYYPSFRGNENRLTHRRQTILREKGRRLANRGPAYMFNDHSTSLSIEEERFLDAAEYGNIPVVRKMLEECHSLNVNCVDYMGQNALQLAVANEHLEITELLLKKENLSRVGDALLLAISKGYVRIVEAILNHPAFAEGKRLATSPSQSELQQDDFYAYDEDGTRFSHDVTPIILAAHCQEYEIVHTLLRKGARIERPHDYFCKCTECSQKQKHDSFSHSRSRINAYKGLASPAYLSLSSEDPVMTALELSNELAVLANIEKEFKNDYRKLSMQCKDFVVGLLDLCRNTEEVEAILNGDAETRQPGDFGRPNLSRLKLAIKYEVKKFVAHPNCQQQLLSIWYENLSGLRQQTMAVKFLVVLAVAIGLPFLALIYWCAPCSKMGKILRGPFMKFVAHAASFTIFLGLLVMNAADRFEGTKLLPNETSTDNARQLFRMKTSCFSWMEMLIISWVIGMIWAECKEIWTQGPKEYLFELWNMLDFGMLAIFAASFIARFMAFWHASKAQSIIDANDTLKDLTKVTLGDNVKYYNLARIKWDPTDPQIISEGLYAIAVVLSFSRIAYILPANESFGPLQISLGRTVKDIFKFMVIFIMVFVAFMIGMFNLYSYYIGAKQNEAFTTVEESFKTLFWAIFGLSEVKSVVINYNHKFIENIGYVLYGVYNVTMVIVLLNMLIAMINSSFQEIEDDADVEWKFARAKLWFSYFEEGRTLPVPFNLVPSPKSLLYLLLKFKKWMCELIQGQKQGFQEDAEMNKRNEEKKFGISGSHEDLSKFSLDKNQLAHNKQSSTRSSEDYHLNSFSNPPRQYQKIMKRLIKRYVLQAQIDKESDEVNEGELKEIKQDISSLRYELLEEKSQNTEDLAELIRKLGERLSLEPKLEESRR
TRPC4 PAM – allosterically enhances the mouse TRPC4 cation channel. Q9QUQ5. HEK293 TRPC4beta/mu-opioid, DAMGO EC20, Fluo-4 Ca2+ flux; stronger effect = higher value. B-score at 10 µM. actives 0.42% (n = 310,000). AID 2227;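 active = B-score of calcium response area above 5 SD of library B-scores, with initial fluorescence ratio within 5 SD of library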;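 also: B-score of integrated fluorescence ratio over time as area under calcium response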
SKKanGAS inh – inhibitors of SKKanGAS S. pyogenes growth in kanamycin (SK-promoter or general growth effect); actives 1.3% (n = 300,000); inhibition, % at 7.5 µM; BacTiter-Glo, 6 h;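 active = mean replicate score, as percent of positive control median, at least 50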;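 also: strain carries kanamycin resistance gene driven by streptokinase promoter and grows in 40 µg/ml kanamycin; loss of luminescence reflects streptokinase promoter inhibition or plain growth inhibition; 0% = median of DMSO wells and 100% = positive control at its reference dose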
TRPC6 inh – inhibitors of mouse TRPC6 channel; HEK293-TRPC6, membrane potential dye, ACh-evoked depolarization; stronger effect = lower value; B-score at 10 µM; actives 1.1% (n = 310,000); AID 2553;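 active = B-score under library mean minus 3 SD, initial fluorescence not abnormally high, positive integrated signal ratio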;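 also: B-score derived from integrated fluorescence ratio over the kinetic read; more negative B-score means stronger inhibition of depolarization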
TRPC4 block – TRPC4 (mouse) channel inhibition; Q9QUQ5; HEK293 TRPC4beta/mu-opioid, DAMGO-evoked Fluo4 calcium flux; stronger effect = lower value; B-score at 10 µM; actives 0.39% (n = 300,000); AID 2247;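 active = B-score over 3 SD under the library average, no early fluorescence shift, positive overall ratio signal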
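System: stable TRPC4beta/mu-opioid receptor HEK293 cells; Dosing: single-point compound dosing; Measured by: Fluo4 Ca2+ flux fluorescence; Read-out basis: per-well B score of integrated baseline-normalized Fluo4 ratio.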
Starred values were filed as active, the others as inactive; i = inactive; . = not tested or not shown.

SMILES	IEC-6 tox	TRPC4 agonist	KLF5 inhibitor	aSyn UTR inh	MrgX1 antag	HIF activator	TRPC6 act	TRPC4 PAM	SKKanGAS inh	TRPC6 inh	TRPC4 block
COc1ccc(CN2CCNC(=O)C2CC(=O)NCCN2CCCCC2=O)c(F)c1 (stereo not drawn)	-7	i	-19	3	i	-11	i	i	-10	i	i
CCOC(=O)CC(=O)CSc1nc2ccc(OC)cc2cc1C	-1	i	-24	-38	i	0.8	i	i	-17	i	i
COc1nc(-c2ccccc2)ccc1-c1noc(-c2ccco2)n1	-7	i	-41	-168	i	4.9	i	i	-7	i	i
O=C(Cn1cnc2ccccc21)c1ccc(Cl)cc1	-2	i	-32	-71	i	0.7	i	i	2	i	i
CC(NS(C)(=O)=O)C(c1cccs1)N1CCN(c2ccccc2F)CC1 (stereo not drawn)	-2	i	-22	-12	i	-0.4	i	i	-2	i	i
Cc1cc(C)cc(NC(=S)Nc2cccc3ccccc23)c1	8	i	-57	13	i	0.1	i	i	14	i	i
COc1cc(-c2nc(S(=O)(=O)c3ccccc3)c(N3CCOCC3)o2)cc(OC)c1OC	-3	i	-35	9	i	0.0	i	i	0	i	i
O=C(c1ccc(N2CCCC2=O)cc1)N1CCN(c2ccccc2F)CC1	-3	i	-29	18	i	0.0	i	i	-1	i	i
O=C(O)c1ccc(NS(=O)(=O)c2ccc3c(c2)C(=O)c2cc(S(=O)(=O)Nc4ccc(C(=O)O)cc4)ccc2-3)cc1	-1	i	-11	12	i	-0.3	i	i	7	i	i
Cc1cccc(NC(=O)c2ccc3c(c2)C(=O)N(Cc2cccnc2)C3=O)c1C	-2	i	-5	7	i	1.0	i	i	20	i	i
O=C(C[n+]1cc(-c2ccc(Cl)cc2)n2c1CCC2)N1c2ccccc2Sc2ccccc21	-1	i	-7	-13	i	-0.1	i	i	-23	-6.2*	i
CCC(C(=O)OCC(=O)Nc1ccc(C)c(S(=O)(=O)N2CCOCC2)c1)c1ccccc1 (stereo not drawn)	.	i	.	-9	i	-0.3	i	i	-5	i	i
COc1ccc(C(=O)Nc2ccccc2C(=O)Nc2cc(C)ccn2)cc1	11	i	-89	-107	i	3.5	i	i	12	i	i
Cc1ccc(C(C)C)c(OCCN2CCc3ccccc3C2)c1	5	i	-26	7	i	0.8	i	i	6	i	i
S=c1[nH]nc(-c2cc(-c3ccco3)[nH]n2)n1-c1ccccc1	-12	i	-6	16	i	-1.3	i	i	-4	i	i
CCC1=C(OC(=O)N(CC)CC)N2C(=O)OC(=NCC(=O)OC)[C@]2(Cc2ccccc2)[C@H]2C1=CC[C@H]1C(=O)N(C)C(=O)[C@H]12	.	i	.	4	i	0.5	i	i	-3	i	i
Cc1cccc(NC(=O)CN2C(=O)C(C)Oc3ccccc32)n1 (stereo not drawn)	0	i	-51	-11	i	0.2	i	i	-2	i	i
Cc1ccccc1CSCC(=O)c1c(N)n(C)c(=O)n(C)c1=O	4	i	-29	12	i	0.9	i	i	1	i	i
Cc1ccc(Nc2ccc(C(N)=O)cc2[N+](=O)[O-])cc1C	7	i	-33	36	i	-0.2	i	i	-2	i	i
CC(C)NC(=O)CN1CCN(c2ncccn2)CC1	0	i	-3	-28	i	0.0	i	i	9	i	i
O=[N+]([O-])c1ccc(-c2cnc(SCc3ccccc3Cl)[nH]2)cc1	6	i	-3	-89	i	1.0	i	i	2	i	i
CCOC(=O)C(C)Sc1nnc(CNC(=O)c2ccc(OC)cc2)n1C1CCCCC1 (stereo not drawn)	7	i	-35	-1	i	-0.2	i	i	-1	i	i
Cn1cnnc1SCC(=O)N1CCN(C(=O)c2ccco2)CC1	2	i	-15	-20	i	-1.0	i	i	2	i	i
CCCC(=O)NC1C2CC3CC(C2)CC1C3 (stereo not drawn)	-10	i	-27	21	i	-0.2	i	i	1	i	i
NC(=O)c1c(NC(=O)CSc2nnc(-c3ccco3)n2N)sc2c1CCCC2	-2	i	15	-56	i	0.1	i	i	16	i	i
CCCC(=O)Nc1nnc(CCOC)s1	4	i	-21	-9	i	0.3	i	i	-4	i	i
CCc1nnc(NC(=O)c2ccc3c(c2)C(=O)N(CC)C3=O)s1	2	i	-17	-34	i	-0.1	i	i	-3	i	i
Cc1c(C(C)(C)C)sc(=NC(=O)c2ccccc2O)n1C	16	i	-172	-125	i	-1.7	i	i	15	i	i
O=C(NCCCn1ccnc1)c1ccc(N2CCCCC2)c([N+](=O)[O-])c1	1	i	-11	35	i	-0.4	i	i	-4	i	i
O=C(Nc1ccc(C(=O)N2CCOCC2)cc1)c1cc(-c2cccnc2)nc2ccc(Cl)cc12	6	i	-15	-12	i	0.3	i	i	-1	i	i

A section of the results above, as a working copy:
SMILES	IEC-6 tox	TRPC4 agonist	KLF5 inhibitor	aSyn UTR inh	MrgX1 antag	HIF activator	TRPC6 act	TRPC4 PAM	SKKanGAS inh	TRPC6 inh	TRPC4 block
O=C(NCCCn1ccnc1)c1ccc(N2CCCCC2)c([N+](=O)[O-])c1	1	i	-11	35	i	-0.4	i	i	-4	i	i
O=C(Nc1ccc(C(=O)N2CCOCC2)cc1)c1cc(-c2cccnc2)nc2ccc(Cl)cc12	6	i	-15	-12	i	0.3	i	i	-1	i	i

(next part)
SMILES	IEC-6 tox	TRPC4 agonist	KLF5 inhibitor	aSyn UTR inh	MrgX1 antag	HIF activator	TRPC6 act	TRPC4 PAM	SKKanGAS inh	TRPC6 inh	TRPC4 block
Cc1nc(Cl)sc1C(=O)Nc1cc(F)cc(F)c1	-6	i	-34	-29	i	1.5	i	i	-3	i	i
COc1cc(NC(=O)Cn2nc(C(F)(F)F)c(Br)c2C)cc([N+](=O)[O-])c1	-2	i	-15	1	i	-0.6	i	i	10	i	i
O=C(C/C(=N\NC(=O)c1ccccc1Br)C(F)(F)F)c1cccs1	4	i	-9	-9	i	1.2	i	i	7	i	i
O=C1N(Cc2cccc(Cl)c2)C[C@@H]2C[C@@H](c3c[nH]c4ccccc34)N3CCC[C@@]123	-6	i	-23	12	i	-0.4	i	i	3	i	i
CC(C)c1cc(C(=O)N2CCCC(Nc3ccc(F)cc3)C2)n[nH]1 (stereo not drawn)	5	i	-19	-7	i	0.2	i	i	18	i	i
O=C1CCCC/C1=N\Nc1ccc(C2CCCCC2)cc1	-6	i	-6	-16	i	-1.4	i	i	-4	i	i
CCOC(=O)c1cn2nc(Oc3cccc(C(F)(F)F)c3)ccc2n1	7	i	-18	-8	i	-0.6	i	i	-4	i	i
Cc1ccc(NC(=S)NNC(C)(C)C)cc1	6	i	-50	-43	i	1.2	i	i	5	i	i
O=C(Oc1c(Cl)cc(Cl)c2cccnc12)c1ccco1	0	i	-17	7	i	0.1	i	i	85*	i	i
CCCC(=O)N(Cc1cccnc1)c1nc2c(OC)ccc(Cl)c2s1	-1	i	-17	4	i	-0.1	i	i	-4	i	i
CCOC(=O)c1sc2nc(C)nc(SCC(N)=O)c2c1C	2	i	1	-13	i	1.9	i	i	5	i	i
CC1CC(C)CN(CCCNC(=O)CN2C(=O)CSc3ccc(S(=O)(=O)N4CCCCC4)cc32)C1 (stereo not drawn)	1	i	-38	-16	i	-0.2	i	i	-4	i	i
Cc1c(NC(=O)CCN2C(=O)c3ccccc3C2=O)c(=O)n(-c2ccccc2)n1C	2	i	-15	9	i	0.1	i	i	-7	i	i
Cc1ccc(C(=O)NCC(=O)OCC(=O)N(CC(C)C)c2c(N)n(Cc3ccccc3)c(=O)[nH]c2=O)cc1	.	i	.	6	i	-0.2	i	i	3	i	i
COc1cccc(NC(=O)Nc2ccncc2)c1	9	i	-44	-28	i	0.5	i	i	1	i	i
COc1ccc(-c2cc3nc(C)c(CCC(=O)N4CCN(c5ccccn5)CC4)c(C)n3n2)c(OC)c1	-3	i	-16	-2	i	-0.3	i	i	3	i	i
COc1cc(CNCCNC(=O)c2cccs2)cc(OC)c1OC	1	i	-20	-34	i	0.7	i	i	9	i	i
O=C1OC(Nc2ncccn2)c2ccccc21 (stereo not drawn)	3	i	-6	0	i	-0.3	i	i	0	i	i
O=C(Nc1ccc2oc(-c3ccc(Cl)c(Cl)c3)nc2c1)c1ncn[nH]1	-1	i	-80	-168	i	2.7	i	i	8	i	i
COC(=O)c1ccc(C2C(C(=O)Nc3ccccc3C)=C(C)Nc3ncnn32)cc1 (stereo not drawn)	-2	i	-14	8	i	-0.2	i	i	-2	i	i
COC(=O)CCC(=O)Nc1cc(Cl)cc(Cl)c1	-4	i	-12	-9	i	-0.1	i	i	5	i	i
CCN1CCCC(OC(=O)Nc2ccccc2)C1 (stereo not drawn)	-2	i	-12	2	i	1.1	i	i	-2	i	i
O=C(O)CN(Cc1ccccc1)S(=O)(=O)c1ccc(F)cc1	-4	i	2	-11	i	0.0	i	i	-3	i	i
CC(C)(C)OC(=O)NC(CCNC=C1C(=O)OC(C)(C)OC1=O)C(=O)O (stereo not drawn)	-2	i	-15	10	i	.	i	i	3	i	i
COc1ccc2cc(C(C)C(=O)NC3CCC(O)CC3)ccc2c1 (stereo not drawn)	-2	i	-30	-5	i	0.3	i	i	2	i	i
COc1ccccc1CNc1cc(C)ccc1C	-3	i	-37	1	i	-0.3	i	i	9	i	i
O=C(NC1CCCCC1)C(c1ccc(Cl)cc1)N(C(=O)c1cnccn1)c1ccc2c(c1)OCO2 (stereo not drawn)	1	i	-12	-31	i	0.0	i	i	6	i	i
CC(C)(C)NC(=O)CN(C(=O)Cn1nnc(-c2ccccc2F)n1)c1cccc2c1CCCC2	6	i	-4	-9	i	-0.4	i	i	10	i	i
Nc1ccc(C(=O)C(=O)c2ccc(N)cc2)cc1	6	i	-39	-12	i	-0.1	i	i	-3	i	i
CCCOc1ccc(/C=N/NC(=O)c2ccc3c(c2)OCO3)c(OCCC)c1	3	i	5	20	i	-1.4	i	i	9	i	i
COc1ccc(-c2cc(C(F)(F)F)nc(SCC(=O)Nc3ccc4c(c3)OCO4)n2)cc1OC	3	i	4	9	i	-1.5	i	i	1	i	i
Cc1cccc(C(=O)Oc2c(Br)cc(Br)cc2/C=N/NC(=O)c2ccncc2)c1	2	i	-20	5	i	0.0	i	i	0	i	i
C/C(CC(=O)Nc1cccnc1)=N\NC(=O)C(C)Oc1ccc(Cl)cc1Cl (stereo not drawn)	10	i	2	20	i	0.0	i	i	-2	i	i
CCOC(=O)N1CCN(c2cc(NCCO)c([N+](=O)[O-])c3nonc23)CC1	-6	i	-11	4	i	-0.4	i	i	5	i	i
CC(C)c1nnc(NC(=O)CCC(=O)Nc2ccc(Cl)cc2)s1	2	i	5	-2	i	-0.4	i	i	-3	i	i
CCOc1ccccc1OCC(=O)O	1	i	-13	1	i	-0.3	i	i	1	i	i
